Screening data from PubChem.
VHR inh abs: inhibitors of human VHR1 phosphatase (DUSP3) | inhibition, % at 13.3 µM | 0.52% of 290,000 active | AID 1654 | recombinant VHR phosphatase, pNPP absorbance; in the data active = inhibition above about 50%; also: some compounds called inactive have numbers as strong as hits
Target sequence (P51452 whole entry, looked up): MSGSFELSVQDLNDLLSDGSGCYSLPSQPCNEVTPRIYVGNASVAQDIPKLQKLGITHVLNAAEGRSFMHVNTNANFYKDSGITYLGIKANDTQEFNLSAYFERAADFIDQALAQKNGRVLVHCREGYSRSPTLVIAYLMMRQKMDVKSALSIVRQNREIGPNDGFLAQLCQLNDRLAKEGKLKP
3CLpro inhibitor: SARS-CoV 3CLpro protease inhibition. P0C6X7. recombinant SARS-CoV 3CLpro, quenched FRET peptide cleavage. inhibition, % at 6 µM. 0.14% of 290,000 active; in the data active = inhibition above about 12%
Anthrax LF prot: blocks Bacillus anthracis lethal factor protease; multiplex microsphere protease cleavage assay, LF; inhibition, % at 10 µM; 0.12% of 360,000 active; in the data active = inhibition above about 30%; also: plate controls were buffer without enzyme for full effect and enzyme alone for no effect
PriA SSB inh: inhibitors of Klebsiella pneumoniae PriA binding to SSB C-terminal tail. AlphaScreen SSBct-PriA binding, biotinylated peptide. inhibition, % at 33 µM. 0.6% of 430,000 active. AID 1272365; in the data active = inhibition mostly above about 37%, no sharp cut-off; inactive = mostly below about 20%;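 also: plate controls were negative control peptide for no effect and reference peptide for full effect; strong numbers were not always called active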
PfHsp40 yeast: compounds rescuing yeast from Plasmodium falciparum HSP40 toxicity; 0.68% of 340,000 active; S. cerevisiae expressing PfHsp40, growth rescue, ATP luminescence; growth rescue, % at 12.5 µM; AID 504582; in the data active = growth rescue above about 28%, passing the limit was not always enough;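 also: yeast W303a lacking pdr1 and pdr3 grown in galactose medium; growth measured after three days at 30 °C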
Y pestis TopoI: inhibitors of Yersinia pestis topoisomerase I | Y. pestis Topo-I cleavage product accumulation, plate reader | 0.064% of 360,000 active | activity, % at 10 µM; in the data active = activity above about 50%, passing the limit was not always enough; also: inactives centre near 2
Vc quorum ag: quorum light induction in luxS cqsA deficient V. cholerae | activation, % at 18.7 µM | 0.16% of 350,000 active | V. cholerae BH1578 lux reporter, luminescence, 6 h; in the data active = activation mostly above about 9.7%, no sharp cut-off; also: not every result past the cut was called active; inactives centre near 0; reference of the scale not given here
Rv3671c inh: inhibitors of M. tuberculosis serine protease Rv3671c; P9WHR9; inhibition, % at 5.96 µM; 0.048% of 320,000 active; in the data active = inhibition above about 38%;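 also: extracellular domain of Rv3671c used as enzyme; 0% = enzyme with DMSO and 100% = no enzyme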
Target sequence (P9WHR9 whole entry, looked up, the tested form may be a part): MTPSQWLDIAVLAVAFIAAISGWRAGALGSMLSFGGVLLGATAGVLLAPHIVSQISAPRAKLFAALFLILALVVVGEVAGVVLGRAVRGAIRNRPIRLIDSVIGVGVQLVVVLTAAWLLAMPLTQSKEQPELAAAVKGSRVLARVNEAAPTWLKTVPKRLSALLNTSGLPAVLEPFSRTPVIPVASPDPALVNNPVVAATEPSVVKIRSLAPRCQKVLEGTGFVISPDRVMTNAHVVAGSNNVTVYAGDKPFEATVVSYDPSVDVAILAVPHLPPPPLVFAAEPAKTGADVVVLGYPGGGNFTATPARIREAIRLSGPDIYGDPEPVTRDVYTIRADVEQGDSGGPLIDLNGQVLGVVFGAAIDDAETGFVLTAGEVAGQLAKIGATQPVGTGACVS
TcdB GH inh: blocks C. difficile toxin B glycohydrolase activity; P18177; TcdB glycohydrolase enzymatic assay, plate reader; inhibition, % at 9.99 µM; 0.24% of 350,000 active; in the data active = inhibition above about 10%
MazF activator: MazEF (E. coli) toxin RNase activation | 0.32% of 350,000 active | FAM/BHQ RNA-DNA oligo cleavage fluorescence, 5 h | AID 504720 | activation, % at 20 µM | P0AE70; in the data active = activation above about 50%
Target sequence (P0AE70 whole entry, looked up): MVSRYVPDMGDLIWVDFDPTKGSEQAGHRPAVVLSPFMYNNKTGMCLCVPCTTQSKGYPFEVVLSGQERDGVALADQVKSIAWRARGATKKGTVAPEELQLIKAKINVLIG
The depositor's hits bear a star; i = inactive; . = no result given; & = joins results of further samples. The list is partial; the hit share may differ from the screen's.

Order of values: Rv3671c inh, Anthrax LF prot, PfHsp40 yeast, VHR inh abs, PriA SSB inh, Y pestis TopoI, MazF activator, Vc quorum ag, 3CLpro inhibitor, TcdB GH inh
> CCOC(=O)C1(c2ccccc2)SC(C(=O)OCC)(c2ccccc2)S1 (stereo not drawn)
 : ., -7, ., ., ., -10, -4, -0.3, ., 3.4
> COc1cc(/C=C2/CC(C)OC2=O)c([N+](=O)[O-])cc1OC (stereo not drawn)
 : -2, 2, 0.4, 18, 2, 1, 6, i, -6, 1.0
> O=C(CN1C(=O)C2C3C=CC(C3)C2C1=O)Nc1ccc2c(c1)OCCO2 (stereo not drawn)
 : 1, 1, -0.2, 34, 2, 0, 3, 5.0, 3, .
> CCc1ccc(-c2nc(CS(=O)CC(=O)NCc3ccco3)c(C)o2)cc1 (stereo not drawn)
 : -3, 4, 0.0, 11, -6, 20, -7, 0.4, -2, 0.3
> Cc1ccc(C2(c3noc(CN(C)CC4COCCO4)n3)CCCC2)cc1 (stereo not drawn)
 : 7, 1, -0.7, 17, -5, 13, 0, 0.1, 5, .
> OC(c1ccc(F)c(F)c1)c1ncc(-c2cccc(C(F)(F)F)c2)[nH]1 (stereo not drawn)
 : ., 6, ., ., ., -12, ., -0.4, ., 0.2
> CCCNC(=S)N1CCC(Cc2ccccc2)CC1
 : 4, ., -2.2, 2, -36, -2, 4, -0.4, 5, 0.8
> CCc1ccccc1NC(=O)CNCC(=O)Nc1ccccc1CC
 : 1, 1, 0.1, 14, -15, 0, -2, i, 7, 1.0
> CC(c1ccon1)N(C)Cc1cn(C)nc1-c1cccc(Cl)c1 (stereo not drawn)
 : -11, -1, 79*, -1, -10, -2, -5, i, -1, 0.6
> CCOc1ccccc1OCCC(=O)N1CCN(S(=O)(=O)c2ccccc2[N+](=O)[O-])CC1
 : 5, -3, 0.3, ., 3, 17, 1, -0.3, ., -7.3
> Cc1nc(C(F)(F)F)ccc1C(=O)N1CCCC1(C)C(=O)NCC(C)C (stereo not drawn)
 : ., -6, ., ., ., 4, ., -5.0, ., 0.4
> N#Cc1ccccc1OCC(=O)OCC(=O)c1c[nH]c2ccccc12
 : -1, 2, 0.1, ., 1, -2, 2, -1.0, ., 7.4
> O=C(Nc1ccc2oc(-c3ccccc3)nc2c1)c1ccco1
 : -15, -1, 3.1, -6, 1, 13, 11, -0.3, 0, -0.6
> Cc1ccc(Sc2ccncc2S(N)(=O)=O)cc1
 : -4, -2, -0.8, -5, -7, 7, 4, -0.2, 5, .
> CC(=O)Nc1ccc(NC(=O)CCCCCN2C(=O)c3ccccc3C2=O)cc1
 : -7, -6, 0.2, -20, -2, 11, 0, -5.9, -1, .
> COc1cc([N+](=O)[O-])ccc1NC(=O)NN1CCN(C)CC1
 : 0, -1, 0.9, 18, -6, 1, -17, -0.3, 4, 1.1
> COc1ccc(-c2ccc(=O)n(CC(=O)NCc3ccco3)n2)cc1
 : 0, -1, 0.1, 21, -17, 12, -2, ., -3, .
> CC(C)/C=C/CN1CCC(Oc2ccc(C(=O)N3CCCC3)cc2)CC1
 : 1, 2, 0.2, -6, ., 6, ., -0.3, -1, 0.8
> COc1ccc2c(c1)c(=O)oc1cc(OCC(=O)N3CCCC(C)C3)ccc12 (stereo not drawn)
 : -8, -2, 1.6, -17, -11, 34, 7, -0.4, 1, .
> COc1ccc(NC(=O)N(C)C[C@H]2Oc3ccc(NC(=O)Nc4ccc(C(F)(F)F)cc4)cc3C(=O)N([C@H](C)CO)C[C@@H]2C)cc1
 : -130, -3, -0.6, ., 1, 32, 4, 0.2, ., -1.1&-2.0
> COc1cc(CNC2CCCC2)cc(OC)c1
 : 2, -2, -1.0, -20, -3, -10, 2, i, 0, -5.5
> CC(C)(C)OC(=O)C[C@H]1C/C=C\C[C@@H](CC(=O)N(CCO)Cc2ccccc2)C(=O)N2CCC[C@@H]2COC1=O
 : -7, -2, 1.6, ., ., -4, 2, -0.8, ., -3.3
> O=C(CN1C(=O)c2ccccc2C1=O)Oc1ccc(Cl)cc1
 : -1, 2, -0.8, -19, -11, -7, 5, -0.7, 12, 0.6
> CCCn1c(=O)c(C(=O)N/N=C/c2ccccc2F)c(O)c2ccccc21
 : -1, -2, 1.0, 30, ., 7, 5, -0.2, 0, 0.5
> Cc1ccnc(NC(=O)CCC(=O)N(CC(=O)NCCc2ccccc2)c2ccc(F)cc2)c1
 : 2, 0, -0.7, 25, 1, 21, -1, -0.6, 3, 0.3
> COc1ccc(NC2c3ccccc3C(=O)N2Cc2ccc3c(c2)OCO3)cc1 (stereo not drawn)
 : 10, 0, 0.8, -1, 16, -10, 12, -0.2, -3, 0.4
> O=C(O)c1c(-c2ccccc2)oc2ccc(O)cc12
 : 1, 16, 1.1, 7, -5, 4, -7, i, 3, -0.8
> COc1ccc2oc(C(=O)OCC(=O)NCC3CCCO3)c(C)c2c1 (stereo not drawn)
 : 1, 0, 0.0, ., -4, 14, 9, i, ., 3.5
> CC(=O)Nc1ccc(S(=O)(=O)N2C(=O)c3cccc4cccc2c34)cc1
 : -4, ., ., -12, ., ., ., ., -3, 0.6
> CC(=O)NCCNc1nc2cc(-c3cccc(Cl)c3)sc2c(=O)n1C
 : ., -6, ., ., ., 36, ., -0.8, ., 0.5
> ON=C1c2ccccc2-c2ccccc21
 : -9, 1, 7.9, 14, -6, -7, 3, -1.0, 0, -1.7
> CC(NC(=O)/C(C#N)=C/c1ccc([N+](=O)[O-])o1)c1ccccc1 (stereo not drawn)
 : -19, -1, 0.4, 15, -8, -14, -1, i, 1, 1.1
> COc1cc(NC(=O)c2ccccc2Cl)c(OC)cc1NC(=O)CN1CCOCC1
 : -1, -7, -0.3, 5, 3, 15, -3, 2.4, 2, .
> CC(=O)Nc1cccc(NC(=O)c2cccc(S(=O)(=O)N3CCN(Cc4ccccc4)CC3)c2)c1
 : -34, ., -1.3, ., 11, -7, 1, i, ., -5.1
> O=C(COC(=O)c1ccccc1Br)Nc1cc(S(=O)(=O)N2CCOCC2)ccc1N1CCCC1
 : 2, -2, 0.7, 18, 9, 32, 7, ., 9, 0.6
> Cc1ccc2cc3c(NC(=O)C4CCCO4)nn(CC(C)C)c3nc2c1 (stereo not drawn)
 : -1, -11, 0.8, 10, -4, 4, -4, ., -1, .
> C=CSc1sc(Cl)c(N2CCOCC2)c1[N+](=O)[O-]
 : -1, -6, ., 24, 18, 6, 2, -0.2, 1, 0.4
> COCCCn1c(=O)/c(=C\c2ccccc2OC(F)F)s/c1=C(/C#N)C(=O)NC(C)C
 : -8, 0, -1.3, -2, ., -8, 303*, i, 4, .
> O=C(CSc1nc(C2CC2)nc2ccccc12)Nc1ccccc1
 : -10, -4, -0.2, 20, -8, 8, -1, -0.3, 0, 0.7
> CCc1cccc(C)c1NC(=O)CCCN1C(=O)NC(C)(C)C1=O
 : -11, 4, -1.0, ., 2, 1, 8, 1.6, ., 0.5
> CC(C)C(C(=O)NCC1CCCO1)N(Cc1ccccc1)C(=O)CNS(=O)(=O)c1ccccc1 (stereo not drawn)
 : 2, -3, 0.2, -12, -4, 1, 3, -0.8, 6, -1.5
> COc1cccc(-c2noc(CCC(=O)NCC3CCCO3)n2)c1 (stereo not drawn)
 : -4, 0, -0.4, 16, -5, 1, 2, -0.2, -1, 0.4
> CC(C)c1ccc(NC(=O)C2Cc3c(-c4ccco4)ccnc3O2)cc1 (stereo not drawn)
 : ., 0, ., ., ., 35, ., i, ., 0.5
> Cc1cccc(C(=O)NCc2nnc(SCC(=O)Nc3nnc(C)s3)n2C)c1
 : 5, -4, 1.3, 14, -2, -13, -3, -0.3, 0, -1.0
> CCCC(=O)Nc1cc(Cl)ccc1C
 : 11, -8, -0.9, 32, -2, -1, 0, i, -3, 2.4

No new results follow: 10 of the compounds above.
Order of values: Rv3671c inh, Anthrax LF prot, PfHsp40 yeast, VHR inh abs, PriA SSB inh, Y pestis TopoI, MazF activator, Vc quorum ag, 3CLpro inhibitor, TcdB GH inh
> ON=C1c2ccccc2-c2ccccc21
 : -9, 1, 7.9, 14, -6, -7, 3, -1.0, 0, -1.7
> CC(NC(=O)/C(C#N)=C/c1ccc([N+](=O)[O-])o1)c1ccccc1 (stereo not drawn)
 : -19, -1, 0.4, 15, -8, -14, -1, i, 1, 1.1
> COc1cc(NC(=O)c2ccccc2Cl)c(OC)cc1NC(=O)CN1CCOCC1
 : -1, -7, -0.3, 5, 3, 15, -3, 2.4, 2, .
> CC(=O)Nc1cccc(NC(=O)c2cccc(S(=O)(=O)N3CCN(Cc4ccccc4)CC3)c2)c1
 : -34, ., -1.3, ., 11, -7, 1, i, ., -5.1
> O=C(COC(=O)c1ccccc1Br)Nc1cc(S(=O)(=O)N2CCOCC2)ccc1N1CCCC1
 : 2, -2, 0.7, 18, 9, 32, 7, ., 9, 0.6
> Cc1ccc2cc3c(NC(=O)C4CCCO4)nn(CC(C)C)c3nc2c1 (stereo not drawn)
 : -1, -11, 0.8, 10, -4, 4, -4, ., -1, .
> C=CSc1sc(Cl)c(N2CCOCC2)c1[N+](=O)[O-]
 : -1, -6, ., 24, 18, 6, 2, -0.2, 1, 0.4
> COCCCn1c(=O)/c(=C\c2ccccc2OC(F)F)s/c1=C(/C#N)C(=O)NC(C)C
 : -8, 0, -1.3, -2, ., -8, 303*, i, 4, .
> O=C(CSc1nc(C2CC2)nc2ccccc12)Nc1ccccc1
 : -10, -4, -0.2, 20, -8, 8, -1, -0.3, 0, 0.7
> CCc1cccc(C)c1NC(=O)CCCN1C(=O)NC(C)(C)C1=O
 : -11, 4, -1.0, ., 2, 1, 8, 1.6, ., 0.5

Next section
Order of values: Rv3671c inh, Anthrax LF prot, PfHsp40 yeast, VHR inh abs, PriA SSB inh, Y pestis TopoI, MazF activator, Vc quorum ag, 3CLpro inhibitor, TcdB GH inh
> COc1ccc(OC)c(NC(=O)c2oc3c(c2C)C(O)CC(C)(C)C3)c1 (stereo not drawn)
 : -4, 0, 2.2, 6, -4, 23, 3, -1.1, -1, -1.5
> O=C(O)CNC(=O)C12CC3CC(CC(Cl)(C3)C1)C2
 : 2, -12, -1.8, -2, -4, 2, -2, ., 4, 1.4
> COc1ccc(/C=C(/NC(=O)c2cccs2)C(=O)NC(C)(C)C)cc1OC
 : 2, -14, 0.4, 14, -18, 4, 12, i, -1, -1.1
> CCOc1ccc(NC(=O)CCN2C(=O)C3CCCCC3C2=O)cc1OCC (stereo not drawn)
 : 1, -3, 0.0, ., -7, -13, 3, i, ., -0.1
> COCCOC(=O)c1cc(C(=O)c2cc(Cl)ccc2O)coc1=N
 : -2, -2, -0.8, 29, -5, 7, -9, i, -5, 1.9
> CCOC(=O)C(=O)Nc1ccccc1C(=O)OCC
 : -12, -2, -1.0, 4, -7, 12, 1, -0.1, -1, 0.7
> CCc1nnc(NC(=O)c2sc3nc4c(cc3c2N)CCCCCC4)s1
 : -1, 0, 0.5, 16, -18, 11, -1, -0.2, -1, .
> O=S(=O)(NC1=NCCC1)c1cccc(NS(=O)(=O)c2ccc(OC(F)(F)F)cc2)c1
 : 2, -5, -0.5, -4, -9, 1, 9, -0.5, 10, .
